Screening results as filed in PubChem BioAssay.
SR-BI DiI-HDL act: SR-BI HDL lipid transfer activation; CHO ldlA[mSR-BI] cells, DiI-HDL uptake fluorescence, 3 h; 100 = double the neutral-control signal; activation, % at 12.5 µM; 0.096% of 320,000 active; AID 504775;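 active means mean replicate activation of at least 60% and every replicate at or above 60%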;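 further: 0% = median plate neutral-control signal and 100% = twice that signal; values of inactives mirror those of a sister screen read the other way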
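Assay system: CHO ldlA[mSR-BI] cells, LDL receptor-null, SR-BI overexpressing; medium: Ham's F12 with 0.5% BSA, HEPES 25 mM, pH 7.4; also added: DiI-HDL 10 µg/mL; timing: 3 h uptake period with compound, 37 °C; signal: DiI fluorescence, bottom read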
MITF act: increases MITF-driven TRPM1 promoter luciferase signal; SK-MEL-5 TRPM1-promoter luciferase, 24 h; % of positive control, neutral wells = 0; activation, % at 12.5 µM; 0.75% of 300,000 active; AID 588334;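 active means mean activation of at least 80% with every replicate also reaching 80%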;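 further: 0% = neutral control wells and 100% = parthenolide positive control wells; values of inactives mirror those of a sister screen read the other way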
SR-BI DiI inh: mouse SR-BI HDL lipid transfer inhibition; Q61009; 0.96% of 320,000 active; AID 488896; ldlA[mSR-BI] CHO cells, DiI-HDL uptake fluorescence, 3 h; inhibition, % at 12.5 µM;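 active means mean replicate inhibition of at least 70% and a set share of replicates each scoring 70 or more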;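 further: 0% = median of neutral control wells and 100% = median of positive control wells; values of inactives mirror those of a sister screen read the other way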
Target sequence (Q61009 whole entry, looked up): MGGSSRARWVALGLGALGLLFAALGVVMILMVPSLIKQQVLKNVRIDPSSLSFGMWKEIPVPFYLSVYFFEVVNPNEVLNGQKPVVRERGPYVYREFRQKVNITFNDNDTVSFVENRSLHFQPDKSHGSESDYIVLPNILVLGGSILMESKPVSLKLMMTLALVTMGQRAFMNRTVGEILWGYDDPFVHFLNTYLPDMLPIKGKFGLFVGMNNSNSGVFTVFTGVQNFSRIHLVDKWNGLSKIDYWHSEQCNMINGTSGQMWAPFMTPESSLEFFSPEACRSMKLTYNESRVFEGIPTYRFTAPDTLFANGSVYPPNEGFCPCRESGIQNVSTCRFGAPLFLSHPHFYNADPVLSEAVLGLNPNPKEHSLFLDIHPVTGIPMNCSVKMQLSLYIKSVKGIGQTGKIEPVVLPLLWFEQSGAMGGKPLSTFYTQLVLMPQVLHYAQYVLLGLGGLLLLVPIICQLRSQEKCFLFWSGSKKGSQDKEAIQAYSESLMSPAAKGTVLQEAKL
dFosB act: activators of mouse delta FosB homodimer | P13346 | purified delta FosB, TAMRA-CDK5 oligo fluorescence polarization; percent of positive-control signal above neutral wells | activation, % at 25 µM | 0.99% of 340,000 active | AID 493131;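 active means mean activation above about 17%, with every replicate also reaching it, limit read from the data, passing the limit was not always enough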;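 further: fluorescence polarization rise as delta FosB binds a TAMRA Cdk5 AP-1 oligo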
PfHsp90 yeast 2: reduces growth (ATP signal) of yeast expressing P. falciparum Hsp90; S. cerevisiae expressing PfHsp90, BacTiter-Glo ATP, 48 h; yeast lacking PDR1 and PDR3 efflux regulators; inhibition, % at 9.4 µM; 0.32% of 310,000 active;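 active means every replicate shows inhibition above about 80%, whatever the replicate mean, limit read from the data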;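 further: 0% = DMSO neutral controls and 100% = 20 µM radicicol positive controls; yeast relying on Plasmodium falciparum Hsp90 in place of its own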
Rtt109 HAT inh: blocks Candida albicans Rtt109/Vps75 acetyltransferase activity. Q5AAJ8. purified Rtt109/Vps75, ThioGlo CoA-SH fluorescence, 4 h. inhibition, % at 34.9 µM. 0.16% of 330,000 active;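 active means inhibition of at least 50% in every replicate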
Target sequence (Q5AAJ8 whole entry, looked up): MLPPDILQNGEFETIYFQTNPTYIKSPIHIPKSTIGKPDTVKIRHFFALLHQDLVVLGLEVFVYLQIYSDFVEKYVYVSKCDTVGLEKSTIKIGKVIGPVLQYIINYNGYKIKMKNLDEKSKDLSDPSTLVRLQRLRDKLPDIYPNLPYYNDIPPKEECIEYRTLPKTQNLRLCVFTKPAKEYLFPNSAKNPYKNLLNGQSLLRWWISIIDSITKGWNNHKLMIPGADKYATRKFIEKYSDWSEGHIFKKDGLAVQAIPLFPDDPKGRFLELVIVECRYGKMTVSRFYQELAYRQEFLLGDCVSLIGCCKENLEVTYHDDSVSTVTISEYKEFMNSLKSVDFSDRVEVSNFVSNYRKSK
CAL PDZ FP-1: human CAL PDZ-peptide interaction inhibition | Q9HD26 | purified CAL PDZ, TMR-peptide fluorescence polarization, 1 h | 0.02% of 330,000 active | AID 504414 | inhibition, % at 20 µM;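 active means highest replicate inhibition of at least 40%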;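 further: plate controls were DMSO neutral control wells for no effect and unlabeled competitor peptide control wells for full effect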
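Assay system – tagged CAL PDZ protein CerCALP, purified · Timing – 1 h at RT · Compound – single point, 20 µM · Measured by – fluorescence polarization from S- and P-plane intensities, G-factor corrected · Evaluation – inhibition from polarization loss · Probe or stimulus – TMR reporter peptide T*-PRC34 · Buffer or medium – pH 7.4 phosphate-saline buffer, reducing agent, detergent, IgG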
CAL PDZ FP-2: inhibitors of human CAL PDZ peptide binding | Q9HD26 | purified CAL PDZ, TMR-peptide fluorescence polarization, 1 h | inhibition, % at 24.9 µM | 0.92% of 300,000 active | AID 602252;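 active means mean inhibition of at least 30% with at least half of replicates also reaching 30%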;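 further: 0% = DMSO neutral control and 100% = excess unlabeled competitor peptide PRC23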
NSD2 HMT inh: blocks human histone methyltransferase NSD2; O96028; NSD2 peptide methylation, AlphaScreen, 120 min; inhibition, % at 12.5 µM; 0.54% of 310,000 active; AID 743445; in the data active means inhibition above about 50%
PvdQ acylase: blocks Pseudomonas aeruginosa PvdQ acylase activity. purified PvdQ acylase, fluorescence plate reader. inhibition, % at 10 µM. 0.063% of 340,000 active. AID 488965; in the data active means inhibition above about 30%, passing the limit was not always enough;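 further: 0% = vehicle neutral wells and 100% = reference inhibitor wells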
Active calls of the source: *; . = no result given; & = joins results of further samples.

SMILES	SR-BI DiI-HDL act	MITF act	SR-BI DiI inh	dFosB act	PfHsp90 yeast 2	Rtt109 HAT inh	CAL PDZ FP-1	CAL PDZ FP-2	NSD2 HMT inh	PvdQ acylase
Cc1cccc(/C(N)=N/OC(=O)c2ccccc2Cl)c1	4.0	7.2	-4.0	-7.7	3.0	.	-1.9	-3.1	-6.5	-2.3
C[c-]1[c-](C)[c-](C)[c-](C)[c-]1C.[Fe].c1cc2nccc(N3CCCC3)[c-]2c1 (configuration not stated)	12.4&15.9	-41.8&-17.0	-12.4&-15.9	-15.1&2.6	-3.0&-17.0	-2.4&11.8	0.2&0.2	2.5&-1.5	.	-9.0&3.8
O=C(NNC(=S)Nc1ccccc1Cl)c1ccncc1	12.3	.	-12.3	-4.9	2.9	-11.7	-0.9	-1.7	0.0	-3.8
COc1cc(C2NCCC(=O)C2(C)C)cc(OC)c1OC (configuration not stated)	37.5	-1.7	-37.5	9.9	-21.0	1.8	-0.5	-2.5	-1.7	5.3
Cn1c(SCC(=O)N2CCOCC2)nnc1-c1ccco1	19.9	-2.4	-19.9	-8.2	43.9	-21.4	-1.8	-2.1	-12.2	-8.6
Cc1ccc(C(=O)OC(C)C(=O)c2cc(C)c(C)cc2C)o1 (configuration not stated)	.	14.8	6.7	-4.2	-101.4	2.0	-2.2	1.1	1.7	-11.5
CC1(C)Cc2c(ccc3ccccc23)/C(=C/C(=O)N2CCCCC2)N1	-26.0	-14.4	26.0	-3.2	3.5	-2.6	-1.1	-4.3	7.4	1.2
CCN1CCN(C(=O)Cn2nc(C)c3sc4ccccc4c3c2=O)CC1	-14.9	-0.2	14.9	-0.1	15.1	10.7	-1.8	0.6	10.6	-0.1
CCCc1nnc(NC(=O)CCC(=O)N2CCN(Cc3ccc(OC)c(F)c3)CC2)s1	2.7	-6.0	-2.7	0.6	-13.0	-1.1	-2.9	-4.9	-1.1	-0.1
CC(=O)NC(CC(=O)NCCN1C(=O)S/C(=C\c2ccccc2)C1=O)c1ccccc1 (configuration not stated)	7.6	0.2	-7.6	-5.0	13.2	-2.6	-0.5	2.7	0.3	0.1
O=C(Cn1sc2ccccc2c1=O)N1CCN(C(=O)c2ccco2)CC1	-3.8	-5.4	3.8	0.4	-5.8	-1.7	-0.3	-8.3	-2.9	-10.9
O=C(CSc1nnnn1-c1ccc2c(c1)CCC2)Nc1ccc2c(c1)OCCO2	30.7	28.4	-30.7	1.1	-0.6	12.1	-2.3	-3.3	-2.2	1.2
O=C(CSc1oc(-c2ccco2)nc1S(=O)(=O)c1ccccc1)NCC1CCCO1 (configuration not stated)	10.1	-9.6	-10.1	-5.5	-6.8	-3.5	-0.9	-3.7	1.2	-3.2
CC(C)CN(C(=O)c1cc(=O)[nH]c2ccccc12)c1c(N)n(Cc2ccccc2)c(=O)[nH]c1=O	-11.1	20.6	11.1	-1.7	-11.4	2.4	-1.6	-1.8	-0.4	-5.7
Cc1ccccc1NC(=O)c1ccc2nccnc2c1	-29.4	29.4	29.4	-4.5	-4.3	8.9	-2.4	-2.4	-1.5	-0.5
CCC1CCCCN1S(=O)(=O)c1ccc2c(c1)CCN2C(=O)C1CCC1 (configuration not stated)	-46.7	-1.3	46.7	-4.4	16.5	-13.6	-2.0	-3.5	11.6	-9.5
CC(C)CC(=O)Nc1c2c(nn1-c1ccc([N+](=O)[O-])cc1)CS(=O)(=O)C2	7.5	-1.6	-7.5	-4.9	9.1	0.4	0.2	3.8	-2.9	-13.2
O=C(CSC1=NS(=O)(=O)c2cc(Cl)ccc2N1)Nc1ccccc1F	17.7	5.8	-17.7	-2.8	-28.6	-0.3	-2.2	-8.6	1.3	-2.1
CCN(CC(=O)Nc1ccc(NC(C)=O)cc1)C(=O)c1ccc(COc2ccc(C(C)(C)C)cc2)cc1	-27.1	-9.7	27.1	-0.2	.	12.9	-0.4	0.9	31.9	-8.1
COc1ccc(/C=C2/N=C3CCCCCN3C2=O)cc1	23.1	16.1	-23.1	3.5	-11.2	12.1	.	-9.6	-1.0	5.1
COc1ccc2c3c([nH]c2c1)C1CC2C(CC(O)C(OC)C2CO)CN1CC3 (configuration not stated)	6.2	.	-6.2	-5.2	13.2	-47.1	0.8	0.7	.	-1.5
Cc1nn(-c2ccccc2)c(Cl)c1C(=O)OC(C)C(=O)Nc1ccc2c(c1)OCO2 (configuration not stated)	-20.6	-6.1	20.6	-8.9	-3.5	21.5	-1.7	1.0	1.2	4.1
Nc1ncnc2[nH]c(=S)[nH]c12	21.8	-12.2	-21.8	7.1	-0.2	-3.1	-1.7	14.4	-2.5	-20.0
Cc1c(NC(=O)C(C)OC(=O)CCc2c[nH]c3ccccc23)c(=O)n(-c2ccccc2)n1C (configuration not stated)	10.6	2.7	-10.6	-4.3	.	0.5	-1.0	-11.1	-2.7	-7.2
O=C(CCC(=O)c1cccs1)Nc1ncccc1O	8.8	0.7	-8.8	-7.5	.	-4.6	-2.1	-1.8	3.7	-13.0

3 compounds out of the list, sorted by molecular weight, high to low.
SMILES	SR-BI DiI-HDL act	MITF act	SR-BI DiI inh	dFosB act	PfHsp90 yeast 2	Rtt109 HAT inh	CAL PDZ FP-1	CAL PDZ FP-2	NSD2 HMT inh	PvdQ acylase
CCN1CCN(C(=O)Cn2nc(C)c3sc4ccccc4c3c2=O)CC1	-14.9	-0.2	14.9	-0.1	15.1	10.7	-1.8	0.6	10.6	-0.1
O=C(NNC(=S)Nc1ccccc1Cl)c1ccncc1	12.3	.	-12.3	-4.9	2.9	-11.7	-0.9	-1.7	0.0	-3.8
Nc1ncnc2[nH]c(=S)[nH]c12	21.8	-12.2	-21.8	7.1	-0.2	-3.1	-1.7	14.4	-2.5	-20.0

A few values from the entries so far:
CCCc1nnc(NC(=O)CCC(=O)N2CCN(Cc3ccc(OC)c(F)c3)CC2)s1 in NSD2 HMT inh has -1.1
C[c-]1[c-](C)[c-](C)[c-](C)[c-]1C.[Fe].c1cc2nccc(N3CCCC3)[c-]2c1 (configuration not stated) in dFosB act has -15.1&2.6

Later entries.
SMILES	SR-BI DiI-HDL act	MITF act	SR-BI DiI inh	dFosB act	PfHsp90 yeast 2	Rtt109 HAT inh	CAL PDZ FP-1	CAL PDZ FP-2	NSD2 HMT inh	PvdQ acylase
NS(=O)(=O)c1ccc(CNC(=O)Cn2nc(C(F)F)cc2C(F)F)cc1	12.9	-10.1	-12.9	-1.2	-1.5	2.0	-0.1	-0.4	-3.3	-16.3
COc1ccc(C2N=C(N)N=C(N)N2c2ccccc2)cc1OC (configuration not stated)	26.4	8.9	-26.4	-7.5	18.0	17.3	-5.3	-1.5	2.6	-13.7
C=CCn1c2ccccc2c2nnc(SCN3C(=O)c4ccccc4C3=O)nc21	-5.5	-11.8	5.5	-6.0	-29.6	-1.7	-2.2	5.3	.	-11.1
Cc1nn(C)cc1/C=N/NC(=O)c1sc2ccccc2c1Cl	-10.4	.	10.4	-20.2	-47.7	-0.5	-2.5	2.4	-2.2	0.1
O=C(O)/C=C/c1ccc(-n2ccnc2)cc1	.	6.0	.	-4.3	4.7	29.6	-1.8	2.1	1.8	6.7
CC(C)CCNC(=S)Nc1ccc([N+](=O)[O-])cc1	-16.4	6.5	16.4	4.1	14.1	12.4	0.6	-3.8	6.0	2.9
Cc1nn(C)c(C)c1C1Nc2ccccc2C(=O)N1O (configuration not stated)	32.9	.	-32.9	-16.3	.	-0.1	0.0	13.6	4.7	-3.7
Cc1ccnc(NC(=O)CCC2CCCCC2)c1	3.4	.	-3.4	-6.4	31.7	-12.0	-1.9	-4.9	-5.7	-18.1
CC(C)COP(=O)(c1ccc(N(C)C)cc1)C(O)c1ccccn1 (configuration not stated)	-10.0	.	10.0	1.3	-20.1	-16.1	-2.6	-1.5	-6.6	-5.2
Cn1c(CCNC(=O)c2ccco2)nc2cc(NS(=O)(=O)c3ccccc3)ccc21	34.1	.	-34.1	-0.3	-7.6	11.3	-0.9	-1.9	-3.9	-17.2
COc1ccccc1C1SCCN1S(C)(=O)=O (configuration not stated)	-10.9	-7.2	10.9	1.6	-1.3	-11.0	0.3	-3.1	0.5	-5.2
CC(=O)N1CCC2(CC1)NC(=O)N(c1ccccc1)N2	29.2	1.1	-29.2	-0.5	8.9	-1.2	-1.9	-2.7	-1.7	-6.1
CC(C)n1c(CCCO)nc2ccccc21	10.8	-3.4	-10.8	1.6	23.4	-0.9	0.8	4.5	-2.9	-11.2
Cc1c(/C=N/NC(=O)C(NC(=O)c2ccc3c(c2)OCO3)C(C)C)c2ccccc2n1C (configuration not stated)	-42.1	-44.0	42.1	-10.3	-5.7	1.2	-0.2	.	2.0	-6.1
COc1ccc(S(=O)(=O)N(CC(=O)O)c2ccc(C)cc2)cc1	2.3	-1.5	-2.3	4.1	8.6	3.6	0.3	-4.0	-3.7	3.9
COc1cc(C2CC(=O)Oc3cc(C)cc(C)c32)cc(OC)c1OC (configuration not stated)	5.5	-4.3	-5.5	-10.7	-6.3	-1.3	-1.8	-10.3	.	17.4
COc1ccccc1NC(=O)NCCN1C(=O)C2C3C=CC(C3)C2C1=O (configuration not stated)	9.8	-4.8	-9.8	-2.8	-10.7	-4.4	-0.1	.	.	-5.5
Cc1ccc(C(=O)OC(C)C(=O)NC2CCCCC2C)cc1S(=O)(=O)N1CCOCC1 (configuration not stated)	-14.6	-8.8	14.6	-9.4	-0.9	-5.5	-2.0	-6.5	.	-13.8
CCOC(=O)N1CCN(C(=O)c2cn(C)c3ccc(S(=O)(=O)N(C)C4CCCCC4)cc3c2=O)CC1	1.9	3.1	-1.9	-5.8	8.0	15.3	-2.2	-2.4	-2.8	-10.3
O=C1NC(=O)/C(=C\c2cn(Cc3ccccc3F)c3ccccc23)N1	-12.2	-11.3	12.2	1.4	-28.8	0.8	-0.2	59.1*	-1.7	-11.3
COc1ccc(CCNC(=O)C(=O)NCC2OCCN2S(=O)(=O)c2ccccc2)cc1OC (configuration not stated)	7.9	.	-7.9	-2.8	17.4	-0.3	0.1	.	.	8.0
Cc1cc(=O)[nH]c(N=N/C(=N/Nc2ccc(O)cc2)c2ccccc2)n1	2.4	28.6	-2.4	-9.7	12.7	-9.0	0.7	-1.7	29.0	4.0
CSc1ccc(S(=O)(=O)Nc2ccc(S(=O)(=O)Nc3ccc(C)cc3)cc2)cc1	4.7	14.7	-4.7	-7.0	.	25.3	-1.1	-1.2	35.2	-12.8
C=CCn1c(SCc2ccccc2)nc2scc(-c3ccc(C)o3)c2c1=O	5.5	-1.8	-5.5	-5.6	-30.3	-6.3	.	-6.8	0.6	-24.2
COc1ccc(/C=N/NC(=O)c2cccc([N+](=O)[O-])c2)cc1OS(=O)(=O)c1ccccc1	-45.4	.	45.4	2.2	-0.4	-1.4	-0.5	-5.8	6.7	-2.3
C[C@@H]1CN(Cc2nc(-c3cnccn3)no2)C[C@H](C)O1	0.7	-5.6	-0.7	1.3	.	5.6	-2.4	-3.0	-1.2	-15.8
Cn1c(-c2ccc3c(c2)OCO3)cc(=O)c2ccccc21	14.3	.	-14.3	4.1	-15.6	4.1	0.1	5.2	.	3.0
